# KDM5B inhibitor: blocks human KDM5B histone demethylase activity. Q9UGL1. KDM5B demethylase, FDH-coupled NADH fluorescence (FDH is formaldehyde dehydrogenase). Potency, µM (titrated, usually from 57.7 µM), without a hit: at the top dose activity change, negative = inhibition, usual class: inhibitors. 220,000 compounds, 2.6% hits; active = well fitted inhibition curve with a large enough effect; inconclusive = small, poorly fitted or top-dose-only effect; inactive = no such curve, though single readings can be large or run the other way; note: 0% is about no effect; nearly all actives have a fitted effect of over 70% in size
# Target sequence (Q9UGL1 whole entry, looked up): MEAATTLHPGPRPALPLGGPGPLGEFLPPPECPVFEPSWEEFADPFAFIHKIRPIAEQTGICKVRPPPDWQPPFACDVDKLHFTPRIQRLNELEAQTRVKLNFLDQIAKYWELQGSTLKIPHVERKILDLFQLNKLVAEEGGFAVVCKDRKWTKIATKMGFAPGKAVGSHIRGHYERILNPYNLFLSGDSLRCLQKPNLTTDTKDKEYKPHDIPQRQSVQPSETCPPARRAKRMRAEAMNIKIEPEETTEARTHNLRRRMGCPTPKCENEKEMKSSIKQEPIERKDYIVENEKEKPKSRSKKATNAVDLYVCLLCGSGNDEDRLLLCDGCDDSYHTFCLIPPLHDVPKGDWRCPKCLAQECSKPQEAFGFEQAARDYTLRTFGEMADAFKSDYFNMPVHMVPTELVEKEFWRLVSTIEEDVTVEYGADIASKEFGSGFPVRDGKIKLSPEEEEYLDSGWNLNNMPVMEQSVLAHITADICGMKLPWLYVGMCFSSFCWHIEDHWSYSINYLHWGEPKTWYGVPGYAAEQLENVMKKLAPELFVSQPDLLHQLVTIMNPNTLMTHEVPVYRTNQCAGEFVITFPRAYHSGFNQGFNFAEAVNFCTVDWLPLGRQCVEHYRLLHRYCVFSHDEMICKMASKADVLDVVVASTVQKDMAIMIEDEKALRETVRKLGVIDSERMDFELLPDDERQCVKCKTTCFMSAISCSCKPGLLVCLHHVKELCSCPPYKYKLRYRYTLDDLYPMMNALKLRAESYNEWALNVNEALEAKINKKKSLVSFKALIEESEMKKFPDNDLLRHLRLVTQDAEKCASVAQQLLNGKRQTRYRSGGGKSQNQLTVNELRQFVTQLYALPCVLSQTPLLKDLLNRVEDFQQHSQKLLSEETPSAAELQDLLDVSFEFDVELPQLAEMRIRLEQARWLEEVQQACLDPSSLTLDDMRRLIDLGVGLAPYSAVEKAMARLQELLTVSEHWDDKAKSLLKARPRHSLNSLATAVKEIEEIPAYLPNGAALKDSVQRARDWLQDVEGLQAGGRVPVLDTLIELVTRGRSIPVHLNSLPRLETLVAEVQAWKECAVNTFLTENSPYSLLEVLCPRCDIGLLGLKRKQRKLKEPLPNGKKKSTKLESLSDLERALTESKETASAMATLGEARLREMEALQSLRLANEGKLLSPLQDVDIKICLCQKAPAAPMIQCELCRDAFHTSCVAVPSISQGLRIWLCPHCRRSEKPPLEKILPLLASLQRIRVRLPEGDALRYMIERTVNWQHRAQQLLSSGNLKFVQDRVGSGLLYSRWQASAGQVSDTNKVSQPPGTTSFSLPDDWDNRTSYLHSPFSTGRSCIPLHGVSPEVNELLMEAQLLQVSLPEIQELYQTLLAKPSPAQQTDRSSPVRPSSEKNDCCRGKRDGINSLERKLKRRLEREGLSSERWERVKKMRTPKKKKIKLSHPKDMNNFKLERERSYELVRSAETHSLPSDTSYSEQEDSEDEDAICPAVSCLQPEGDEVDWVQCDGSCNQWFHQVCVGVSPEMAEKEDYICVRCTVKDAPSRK
#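 Coupled FDH/NAD⁺ fluorescence readout. KDM5BΔAP 200 nM final; compound titration, 10 min RT preincubation; substrate mix 12.5 µM H3K4me3, 25 µM 2-OG, 50 µM Fe(II), 100 µM ascorbate, 0.25 mM NAD⁺, 0.25 U/mL FDH; ΔRFU over 30 min.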
# The depositor's hits bear a star; i = inactive; u = inconclusive; [ ] = dose if it differs, or a comment. Potency is the fitted concentration of half-maximal effect. The list is partial; rates above refer to the full screens.
SMILES,KDM5B inhibitor
C[C@H](C(=O)NCCN1CCOCC1)C1CC[C@@]2(C)Cc3sc(-c4ccccc4)nc3[C@@H](C)[C@@H]2[C@H]1O (some centres undefined),25.1µM*
NC(=O)CN1C(=O)CO[C@H]2CN(CCCc3ccccc3)C[C@H]21,u
Cc1ccc(-c2cc(C(=O)NC(C)C)c3ccccc3n2)c(C)c1,-23.3%
CCOc1ccccc1CNC(=O)c1cc(C)nc2c(C)cccc12,-12.3%
Cc1ccc(C)c(NC(=O)CCc2c[nH]c3ccccc23)c1,10.8%
CC(=O)c1ccc(NC(=O)O[C@@H]2CO[C@H]3[C@@H]2OC[C@@H]3NC(=O)COc2ccccc2)cc1,-6.1%[86.2 µM]
CCc1c(-c2ccccc2)nc2ccccc2c1C(=O)NCCc1ccccc1,-17.7%
COc1ccc(C(=O)c2oc3ccccc3c2NC(=O)COc2ccc(F)cc2)cc1,-38.4%
CCc1nc(-c2c3n(c(=O)n(Cc4ccccc4F)c2=O)CCCC3)no1,-17.4%
Cc1ncsc1C1N(C2CCN(C(=O)NC3CCCCC3)CC2)C(=O)C12CCCC2 (centres undefined),-20.6%

# Exported field by field: part of the list above.
NC(=O)CN1C(=O)CO[C@H]2CN(CCCc3ccccc3)C[C@H]21
  KDM5B inhibitor: u
Cc1ccc(-c2cc(C(=O)NC(C)C)c3ccccc3n2)c(C)c1
  KDM5B inhibitor: -23.3%
CCOc1ccccc1CNC(=O)c1cc(C)nc2c(C)cccc12
  KDM5B inhibitor: -12.3%
Cc1ccc(C)c(NC(=O)CCc2c[nH]c3ccccc23)c1
  KDM5B inhibitor: 10.8%

# New compounds follow
SMILES,KDM5B inhibitor
O=C(/C=C/c1cccc2ccccc12)c1cccs1,-22.2%
COC(=O)c1ccccc1NC(=O)c1nn(C)c2c1COc1ccccc1-2,-16.5%
CCN(CC(=O)NC1CC1)S(=O)(=O)c1ccc(OC)cc1,17.7%
O=C(CCCN1C(=O)NC2(CCCC2)C1=O)N1CCC(c2nc3ccccc3o2)CC1,-14.4%
COCCn1cnc2c1c(=O)n(CC(=O)OCc1cc(C)cc(C)c1)c(=O)n2Cc1ccccc1,6.1%
Cc1ccc(-n2nc(CO)c(C(=O)NCc3cccs3)n2)cc1C,u
COCc1ccc2c(c1)c(OC(C)(C)C(=O)N1CCOCC1)nn2Cc1ccccc1,u
COc1ccc(-c2cc(N3CCCC(NC(=O)c4cc(OC)cc(OC)c4)C3)n[nH]2)cc1 (centres undefined),-16.1%
Cc1c(NC(=O)c2cc3cc(F)ccc3[nH]2)c(=O)n(-c2ccccc2)n1C,20.4%
CCC1c2nccn2CCCN1C(=O)Cc1c(C)noc1C (centres undefined),8.6%

# 4 entries from above, ordered by formula weight, low to high.
SMILES,KDM5B inhibitor
CCOc1ccccc1CNC(=O)c1cc(C)nc2c(C)cccc12,-12.3%
COC(=O)c1ccccc1NC(=O)c1nn(C)c2c1COc1ccccc1-2,-16.5%
COc1ccc(-c2cc(N3CCCC(NC(=O)c4cc(OC)cc(OC)c4)C3)n[nH]2)cc1 (centres undefined),-16.1%
C[C@H](C(=O)NCCN1CCOCC1)C1CC[C@@]2(C)Cc3sc(-c4ccccc4)nc3[C@@H](C)[C@@H]2[C@H]1O (some centres undefined),25.1µM*

# Other results.
SMILES,KDM5B inhibitor
CCOc1ccc(C(=O)N2CCCC3(C2)NC(=O)N(Cc2cc(C)ccc2C)C3=O)cc1 (centres undefined),-15.5%
O=C(Cn1cccc1-c1nc(-c2ccccc2)no1)N1CCc2ccccc21,-14.5%
Cc1ccc(C2CC(=O)N(c3ccc(F)cc3)C3=C2C(=O)CCC3)cc1 (centres undefined),12.2%
COc1ccc(NC(=O)CC2C(=O)N(c3ccc(OC)cc3)C(=O)N2CCC2=CCCCC2)cc1 (centres undefined),-6.3%
COc1ccc(CC(=O)N2Cc3ccccc3CC3(CCN(CC4CCNC4)C3)C2)cc1 (centres undefined),-28.0%[115 µM]
CCN(CC)[C@H]1C[C@@H](Cc2cc(CO)on2)C1(C)C,-13.7%[115 µM]
O=C(NCc1cccnc1)c1nc(-c2ccc(Cl)nc2)c2ccccn12,89.1µM*
CCN1CCCC1CNC(=O)CC(C)(C)C (centres undefined),-9.1%
Cc1ccccc1CN1CCCN(CC(=O)Nc2c(C)cccc2C)S1(=O)=O,5.8%
Cc1nnc(NC(=O)CSc2nnc(CC(=O)Nc3ccccc3C)n2C)s1,31.7%
O=C(CSc1oc(-c2ccco2)nc1S(=O)(=O)c1ccc(Cl)cc1)c1ccc(Cl)cc1,u
N#Cc1cccc(OCC(=O)Nc2ccccc2C(=O)c2ccccc2)c1,25.4%
O=C(c1cnc2c(c1)N(Cc1ccccc1)CCC2)N1CC[S+](=O)([O-])CC1,u
CC(C)C(C(=O)Nc1nc2ccc(S(C)(=O)=O)cc2s1)c1ccc(Cl)cc1 (centres undefined),-32.5%
COc1nc2nc(CCc3ccccc3)n(C)c2cc1-c1ccnn1C,39.8µM*
O=C(Cc1cccc(F)c1)N1CC(F)(F)C[C@H]1c1nc(C2CC2)no1,14.8%
CC(C)OCCCn1c(SCc2cccc(Br)c2)nc2c(sc3ccccc32)c1=O,-21.6%
O=C(Nc1ccc(Cl)cc1)c1nc2c(o1)CCN(Cc1ccsc1)CC2,31.6µM*
O=C(NC1CCCCCCC1)c1nnn2c1COC(c1ccc(F)cc1)C2 (centres undefined),-18.3%
CCC1=C(C(=O)OC)C(c2ccc(OC)cc2OC)N2C(CC(=O)N3CCOCC3)=CSC2=N1 (centres undefined),-15.5%
Cc1cccc(OCC(=O)N2C[C@@H](CO)[C@H](c3ccncc3)C2)c1,30.8%
O=C(NCCCN1CCOCC1)C1CN(S(=O)(=O)c2ccccc2)CC12CCCCC2 (centres undefined),22.4%
CCOC1CCNCC1,13.7%
COCc1cc(=O)n(CC(=O)Nc2cc(C)ccc2OC)c(N2CCOCC2)n1,u
COc1ccccc1-c1nc(C(=O)NCc2ccc3c(c2)OCO3)n2ccccc12,25.1µM*
COc1cc(NC(=O)CCn2c(=S)oc3ccccc32)cc(OC)c1OC,25.1%
Cc1nnc(N2CCCC(C(=O)NCc3ccccc3)C2)c2nn(-c3ccccc3)c(C)c12 (centres undefined),-11.5%
CCOc1nc2ccccc2nc1N1CCC(C(=O)Nc2ccc(C(N)=O)cc2)CC1,-16.1%
N#Cc1ccccc1COC(=O)c1ccc(Cl)cc1F,-13.0%
CCC1CN(C(=O)Nc2cc(Cl)ccc2C(=O)OC)c2ccccc2S1 (centres undefined),u
CNC(=O)NC[C@H]1CCN(Cc2ccc(OC)c(OC)c2Cl)C[C@H]1N(C)C,-19.1%
CNC(=O)CCN(C)C(=O)Nc1ccc(C(F)(F)F)cc1,23.8%
CC(=O)N1CCc2ccc(S(=O)(=O)N3CCCc4ccccc43)cc2C1,u
O=C(NC1CCCCC1)c1ccc2c3c(cccc13)CC2,u
Cc1cnc(CC2CCN(S(=O)(=O)c3ccc4c(c3)CCC4)CC2)n1CC1CC1,-7.9%
CC(=O)N1CCN(C(=O)Cn2ccc3cc(Br)ccc32)CC1,21.6%
CCN(CCO)Cc1cc(=O)oc2c(C)c(C)ccc12,-13.2%
O=C(Cc1ccccc1)N1CCC(N2C(=O)C(OCC3CC3)C23CCCCC3)CC1 (centres undefined),-9.2%
COCc1nncn1C1CCN(C(=O)c2ccccc2OC(F)(F)F)CC1,5.4%
O=C(CSc1nnnn1C1CC1)N1CCCC1c1ccc2c(c1)OCCO2 (centres undefined),10.5%
COCC1CCN(Cc2cn(-c3ccccc3C)nc2-c2ccc(OC)c(F)c2)CC1,-5.1%
COc1ccc(NC(=O)CN2C(=O)NC(C)(c3ccccc3)C2=O)c(OC)c1 (centres undefined),4.7%
Nc1c(-c2nc3ccccc3[nH]2)c2ccccn2c1C(=O)c1cccc(Br)c1,-19.9%
Cc1cccc(OCC(=O)NC(=S)Nc2ccccc2N2CCOCC2)c1C,16.2%
Cc1ccc(CN(C)Cc2cccn2C)cc1,-18.5%[115 µM]
Nn1c(SCC(=O)NC2CCCCC2)nnc1-c1ccco1,-12.5%
COc1ccc(-c2c(NC(=O)c3cc(OC)c(OC)c(OC)c3)oc3ccc(Cl)cc3c2=O)cc1,-8.6%
Cc1cc(=O)n(CC(=O)N2CCCc3ccccc32)c2c1c(C)nn2-c1cccc(F)c1,3.1%
CCNC(=O)C1CCCN(c2nnc(C)c3c(C)n(-c4ccc(C)cc4)nc23)C1 (centres undefined),u
Cc1cc(C(=O)Nc2ccncc2)ccc1[N+](=O)[O-],29.0%
# Next part.
SMILES,KDM5B inhibitor
COc1ccc(-n2c(SCc3nc(-c4ccc(Cl)cc4)no3)nnc2-c2ccncc2)cc1,-29.1%
COC(=O)c1c(NC(=O)c2cc(OC)c(OC)c(OC)c2Br)sc2c1CCC(C)C2 (centres undefined),u
CCOC(=O)N1CCN(Cc2nc3c(c(=O)[nH]c(=O)n3C)n2CCOC)CC1,27.7%
Cc1cccc(OC(C)c2nc(-c3ccc(Br)cc3)no2)c1 (centres undefined),2.3%
Cc1ccc(C2Cn3nnc(-c4noc(Cc5cccc(F)c5)n4)c3CO2)cc1 (centres undefined),-12.7%
O=c1c2c3c(sc2n(Cc2ccccc2F)c(=O)n1-c1ccc(Cl)cc1)CCCC3,-0.3%
Cc1ccc(CNC(=O)c2cc(=O)c3c(C)cc(C)cc3o2)cc1,21.0%
Cc1cc(N2CCN(c3cccc(C)c3C)CC2)n2cnnc2n1,-2.5%
COc1ccc(/C=C/C(=O)c2ccc(C)s2)cc1,u
COc1c(CNC2CCN(Cc3ccccc3)CC2)c(C)nn1C,8.1%
COc1cccc(C2CC(=O)Nc3n[nH]c(Nc4ccccc4)c32)c1 (centres undefined),21.4%
c1csc(C2=NC(c3ccncc3)=Nc3ccccc3N2)c1,-5.8%
O=C(c1ccccc1)N1CCC2(CC1)C(=O)NCN2C(=O)Cc1ccccc1,15.6%[115 µM]
O=C(Nc1ccc(N2CCN(CCOc3ccc(Cl)cc3)CC2)c(C(=O)O)c1)c1ccc(F)cc1,u
Cc1cc(NC(=O)CN2CCN(c3ccccn3)CC2)ccc1Br,3.5%
COc1ccc2c(c1)c(=O)c(S(=O)(=O)c1ccc(C)cc1)cn2Cc1ccccc1C,u
Cc1nc(Cc2nn3c(-c4ccc(F)cc4)nnc3s2)cs1,-22.2%
NS(=O)(=O)c1ccc(CCNCC2(O)CCNC2)cc1 (centres undefined),18.7%
Cc1cc2oc(C(=O)Nc3ccc(S(=O)(=O)N4CCCC(C)C4)cc3)cc(=O)c2cc1Cl (centres undefined),22.6%
Fc1ccc(C2=NC(c3cccc(C(F)(F)F)c3)=Nc3ccccc3N2)cc1,-10.6%
Cc1cccc(C2CC(c3cccs3)=NN2c2nc(C)cs2)c1 (centres undefined),i
CCc1nnsc1C(=O)NC(C)c1ccc(OC(C)C)c(OC)c1 (centres undefined),14.6%
c1ccc2sc([C@H]3CCN(CC4CCCCC4)C3)nc2c1,-34.1%[86.2 µM]
COc1cccc(C(=O)CC2(O)C(=O)N(Cc3ccccc3)c3ccccc32)c1 (centres undefined),-20.8%
O=C(c1cc(-c2ccco2)nc2ccccc12)N1CCN(Cc2ccccc2)CC1,u
C/C(CC(=O)Nc1cccc2c1CCCC2)=N\NC(=O)c1ccccn1,-7.2%
O=C(CCc1ccccc1)N1CCOCC12CCN(Cc1ccccc1)CC2,-19.4%[86.2 µM]
c1cn(-c2ccc(-c3nccn3C[C@@H]3CCCO3)cc2)cn1,u
O=C(Nc1oc2ccccc2c(=O)c1-c1ccccc1)c1ccc(F)cc1,-9.4%
CCOC(=O)c1ccccc1NC(=O)COC(=O)c1nn(-c2ccccc2)c(=O)c2ccccc12,16.8%
CCC1Sc2ccccc2N(CC(=O)NCc2ccc(C)cc2)C1=O (centres undefined),4.0%
O=c1cc(C2=CCOCC2)oc2c(-c3cccc4[nH]ccc34)nccc12,u
COc1cccc(-c2cc(=O)[nH]c(Nc3nc(C)c4ccccc4n3)n2)c1,8.4%
CCCOc1ccc(C(=O)/C=C/c2cc(OC)c(OC)c(OC)c2)cc1,-17.5%
Nc1nccnc1C(=O)NCc1ccc(Oc2ccc(F)cc2)cc1,u
CCCCn1cnc2cc(NCc3ccc(OCC)cc3)ccc21,u
CN1CCC(N2CCN(S(=O)(=O)c3ccc(Cl)cc3)CC2)C1=O (centres undefined),-7.8%
CCOc1ccc(C(=O)N2CCCC(n3cc(-c4nc(C5CC5)no4)nn3)C2)cc1 (centres undefined),-12.3%
CN(C)c1nc(-c2ccncc2)nc2c1CCN(C(=O)c1ccc(O)cc1)C2,-15.6%
CCCNC(=O)N1CC(c2noc(C3CCCN3CC3CC3)n2)C1 (centres undefined),-29.1%
O=C1NC(=O)/C(=C/c2c(OCc3ccc(C(=O)O)cc3)ccc3ccccc23)N1,3.6%
COc1ccc(C(=O)Nc2ccc3oc(C)nc3c2)c(OC)c1OC,27.5%
CCSC(SCC)C(O)C(O)C(O)C(C)O (centres undefined),11.5%
COc1ccc(CNc2oc(-c3ccc(COc4ccccc4C)o3)nc2C#N)cc1,u
COc1ccccc1NC(=O)COc1nc(CC(C)C)c2c(c1C#N)CCC2,6.2%
O=C(Oc1ccccc1N1CCOCC1)c1sccc1Br,-5.0%
Fc1cccc(-n2nnnc2SCc2cc(Cl)c3c(c2)OCCCO3)c1,-2.3%
COc1cc(C)c(C)cc1S(=O)(=O)Nc1ccc2c(c1)N(C(=O)c1cccnc1)CC2,-16.5%
Cc1noc(C)c1-c1cc2c(cc(C)n2CCN(C)C)c(Nc2ccn(C)n2)n1,-14.0%[86.2 µM]
CCOc1cccc(CNCc2ccco2)c1OCc1ccccc1,3.8%

# A few values from above:
# CCOc1cccc(CNCc2ccco2)c1OCc1ccccc1 | KDM5B inhibitor = 3.8%
# Fc1cccc(-n2nnnc2SCc2cc(Cl)c3c(c2)OCCCO3)c1 | KDM5B inhibitor = -2.3%
